Compound activity as filed in PubChem BioAssay.
Rab7 wt GTP bind: modulators of GTP binding to Rab7, primary screen, biochemical, wildtype, multiplex bead flow cytometry. Rab7 GTPase wild type (dog), Bodipy-FL-GTP binding. GST-Rab7 beads, fluorescent GTP binding; actives lie on both sides; untreated = 100%, excess cold GTP = 0%. GTP binding activity (percent of control), % at 10 µM. 190,000 compounds, 0.055% hits. AID 758, 2007;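 active = fluorescent GTP binding to Rab7 beads changed by at least 20 points from the 100% baseline, either direction, mostly lower; inconclusive = compound itself probably fluorescent, or too few beads counted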;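 note: median green fluorescence of bound Bodipy-FL-GTP per Rab7 bead population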
ABCG2 block: ABCG2 efflux pump inhibitors, primary screen, multiplex with ABCB1, IgMXP3 cells, flow cytometry | Broad substrate specificity ATP-binding cassette transporter ABCG2 (Homo sapiens), Q9UNQ0 | JC-1 efflux | AID 1325, 2008 | inhibition, % at 6.6 µM | 190,000 compounds, 0.1% hits;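 active = inhibition above 80%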;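 note: 0% = DMSO and 100% = nicardipine control wells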
Target sequence (Q9UNQ0 whole entry, looked up): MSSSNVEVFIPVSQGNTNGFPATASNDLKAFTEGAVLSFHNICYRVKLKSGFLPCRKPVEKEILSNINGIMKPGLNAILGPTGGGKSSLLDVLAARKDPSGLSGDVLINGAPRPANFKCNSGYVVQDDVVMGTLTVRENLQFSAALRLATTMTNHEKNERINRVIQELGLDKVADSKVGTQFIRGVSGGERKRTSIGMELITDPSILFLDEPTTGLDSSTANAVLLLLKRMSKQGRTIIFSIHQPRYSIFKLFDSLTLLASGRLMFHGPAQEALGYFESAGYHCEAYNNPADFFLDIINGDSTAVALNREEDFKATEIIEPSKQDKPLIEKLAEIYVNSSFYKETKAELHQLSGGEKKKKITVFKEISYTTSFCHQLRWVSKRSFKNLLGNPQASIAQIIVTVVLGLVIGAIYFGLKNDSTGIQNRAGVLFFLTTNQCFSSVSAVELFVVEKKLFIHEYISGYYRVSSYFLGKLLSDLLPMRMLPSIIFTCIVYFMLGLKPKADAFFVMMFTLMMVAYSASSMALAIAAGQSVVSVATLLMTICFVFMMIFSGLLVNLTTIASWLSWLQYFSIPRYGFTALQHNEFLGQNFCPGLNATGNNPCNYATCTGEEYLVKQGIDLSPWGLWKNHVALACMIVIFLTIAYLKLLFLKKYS
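material = IgMXP3 (ABCG2) plus far-red-tagged CCRF-Adr (ABCB1) cells | amount = 3 million cells/mL, equal mix of both lines | also added = JC-1 transporter substrate | dosing = one concentration, 6.6 µM final | schedule = 10 min at 25 °C | measured by = flow cytometric JC-1 green MFI at 530 nm | read-out basis = percent efflux inhibition, scaled nicardipine 100% to DMSO 0%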
HRas wt GTP: modulators of GTP binding to HRas wildtype, primary screen, biochemical, bead-based flow cytometry, multiplex; 190,000 compounds, 0.14% hits; GST-Ras wt beads, Bodipy-FL-GTP binding; actives lie on both sides; GTPase HRas (Homo sapiens), P01112; GTP binding activity, % at 10 µM;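 active = GTP binding activity at least 20% away from the 100% baseline, either lowered as inhibitor or raised as activator; inconclusive = flagged as likely green fluorescent, judged across all proteins in the well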;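 note: 0% = unlabeled GTP competition control and 100% = no-compound control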
Target sequence (P01112 whole entry, looked up): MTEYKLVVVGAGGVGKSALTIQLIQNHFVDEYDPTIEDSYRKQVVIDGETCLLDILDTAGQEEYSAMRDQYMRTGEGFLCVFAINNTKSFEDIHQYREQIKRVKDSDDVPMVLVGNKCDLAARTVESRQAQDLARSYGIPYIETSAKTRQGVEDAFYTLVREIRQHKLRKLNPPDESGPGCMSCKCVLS
Pf gamet viab: late stage P. falciparum gametocyte viability inhibitors, primary screen, ATP luminescence, HTS | inhibition, % at 10.9 µM | 150,000 compounds, 0.065% hits | AID 743093, 2013 | P. falciparum stage V gametocytes, 24 h;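 active = inhibition above the mean plus 3 SD of compounds within the control limits, set per campaign, cut at about 38% in these data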;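 note: 0% = DMSO wells and 100% = medium only without gametocytes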
Mcl1-Noxa inh: Mcl-1/Noxa binding inhibitors, primary screen, biochemical, TR-FRET, 1536-well; TR-FRET Mcl-1/Noxa peptide binding, 2 h; 220,000 compounds, 1.5% hits; inhibition, % at 21.7 µM; Induced myeloid leukemia cell differentiation protein Mcl-1 (Homo sapiens), Q07820; AID 1022, 2008;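 active = compounds that cut the protein-peptide binding signal by more than 50% relative to plate controls in a single-dose test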;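 note: His-tagged Mcl-1 with rhodamine Noxa BH3 peptide and terbium anti-His antibody; 0% = Mcl-1 plus Noxa peptide wells and 100% = peptide-only wells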
ABCB1 block: ABCB1 efflux pump inhibitors, primary screen, cell-based, multiplex, flow cytometry, ABCG2 counter-screen. CCRF-Adr cells, JC-1 efflux. inhibition, % at 6.6 µM. 190,000 compounds, 0.067% hits; in the data active = inhibition above about 40%;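 note: 0% = vehicle and 100% = reference inhibitor; higher value means more JC-1 retained so stronger ABCB1 efflux block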
Avidin bead fluor: green autofluorescence of compounds with avidin beads – biophysical, 488/530 nm, flow cytometry, artefact control, profiling panel | compound fluorescence 488/530 nm; hits give high values | 220,000 compounds, 0.38% hits | fluorescence (KMESF) at 10 µM | AID 1775, 2009; in the data active = fluorescence above about 47; note: inactives centre near 10
Cdc42 wt GTP: modulators of GTP binding to wildtype Cdc42, primary screen, biochemical, multiplex bead flow cytometry, Bodipy-GTP; percent activity (GTP binding), % at 10 µM; 190,000 compounds, 0.2% hits; AID 761, 2007; GST-Cdc42 beads; actives lie on both sides; Cell division control protein 42 homolog (Homo sapiens), P60953;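 active = percent activity GTP binding at least 20 points away from the 100% baseline, either down as inhibitor or up as activator; inconclusive = compound flagged as likely green fluorescent from well-wide comparison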;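 note: median bead fluorescence of bound Bodipy-FL-GTP at 100 nM; 0% = excess unlabeled GTP control and 100% = no compound control; below 100% means less GTP binding so inhibitor and above means activator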
Target sequence (P60953 whole entry, looked up): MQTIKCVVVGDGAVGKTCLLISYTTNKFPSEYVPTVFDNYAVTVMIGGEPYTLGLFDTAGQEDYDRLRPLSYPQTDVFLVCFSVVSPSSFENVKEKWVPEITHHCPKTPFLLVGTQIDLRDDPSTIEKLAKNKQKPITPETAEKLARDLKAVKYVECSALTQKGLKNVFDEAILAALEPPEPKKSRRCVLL
Rab2 wt GTP: modulators of GTP binding to Rab2A wildtype, primary screen, biochemical, dog, bead-based flow cytometry, multiplex. Ras-related protein Rab-2A (Canis lupus familiaris), P61105. GST-Rab2 wt beads, Bodipy-GTP binding. GTP binding activity, % at 10 µM. 190,000 compounds, 0.19% hits. AID 760, 2007;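 active = GTP binding activity at least 20 points away from 100%, either lowered or raised; inconclusive = signal likely due to the compound's own green fluorescence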;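 note: 0% = beads with excess unlabeled GTP and 100% = no-compound control corrected for plate trend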
Rac1 act GTP bind: GTP binding modulators of activated mutant Rac1, primary screen, biochemical, bead-based flow cytometry, multiplex, fluorescent GTP; Ras-related C3 botulinum toxin substrate 1 (Homo sapiens), P63000; GST-Rac1 activated beads; actives lie on both sides; 100% means binding = to untreated wells; percent activity (GTP binding), % at 10 µM; 190,000 compounds, 0.11% hits; AID 764, 2007;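 active = GTP binding at least 20 percentage points away from the 100% baseline, in either direction, so actives lie on both sides; inconclusive = Compound likely fluorescent itself, or too few beads counted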
Rac1 wt GTP bind: wildtype Rac1 GTP binding modulators, primary screen, biochemical, GST-Rac1 beads, flow cytometry, multiplex; fluorescent GTP binding; actives lie on both sides; 0 = cold GTP competed, 100 = untreated; GTP binding activity (% of control), % at 10 µM; 190,000 compounds, 0.27% hits; AID 757, 2007;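 active = GTP binding activity at least 20 points away from the 100% control level, either lower or higher; inconclusive = compound flagged as likely green fluorescent, judged across all proteins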
* marks the source's active call; other numbers are inactive results; ? = inconclusive; . = no result given.

SMILES	Rab7 wt GTP bind	ABCG2 block	HRas wt GTP	Pf gamet viab	Mcl1-Noxa inh	ABCB1 block	Avidin bead fluor	Cdc42 wt GTP	Rab2 wt GTP	Rac1 act GTP bind	Rac1 wt GTP bind
CC(C)CCC(CCN1CCOCC1)c1ccc2c(c1)OCO2 (centres undefined)	103	2	101	7	27	0.4	14	107	103	102	106
O=C(c1c[nH]c2ccc(S(=O)(=O)N3CCC4(CC3)OCCO4)cc2c1=O)N1CCOCC1	96	2	98	.	-2	0.5	51*	99	96	95	98
Cc1ccc(Cn2cccc2/C=N/NC(=S)Nc2ccc(C)cc2)cc1	94	-2	96	-6	9	-0.3	11	98	96	98	99
Clc1ccc(Cn2nnc(-c3ccccc3)n2)cc1	93	0	93	16	0	0.1	25	95	95	92	97
Nn1c(COc2cccc(Cl)c2)nc2ccccc2c1=O	97	46	98	12	10	0.6	12	102	95	100	102
CCc1nc(C)cn1S(=O)(=O)c1cc(F)ccc1OC	104	0	103	3	17	0.2	9	106	104	101	118
CN(C)CCCNCCCNC(=O)c1ccncc1	101	-3	99	.	14	0.1	18	102	103	102	105
COc1ccc(-c2cc(C(F)(F)F)nc(SCC(=O)Nc3ccc4c(c3)OCO4)n2)cc1	97	-3	101	8	9	-0.6	9	102	103	100	103
C/C(N)=C(/C#N)C(=O)COC(=O)C1CCN(C(=O)c2ccc(Cl)cc2)CC1	95	7	95	8	-4	1.6	29	99	94	97	102
Cc1ccc(CN2CCN(/N=C/c3ccc(C(=O)O)cc3)CC2)c(C)c1	98	-5	97	27	12	-0.6	7	95	97	97	100
CCOC(=O)c1sc(N/N=C/c2cccc(C)c2)nc1C	102	1	100	.	11	0.0	11	100	102	98	97
CCOc1ccc(NC(=O)c2ccccn2)cc1	103	9	100	4	12	-0.2	5	100	100	95	103
CC(=O)Nc1nonc1-n1nnc(C(=O)NCc2ccccc2)c1C	100	3	101	.	9	0.2	10	102	101	100	103
Cc1ccc(-c2nnn(CC(=O)N3CCC(C)CC3)n2)o1	99	1	96	28	3	0.1	15	97	94	96	92
COc1cc2c(cc1OC)C(c1cccs1)CC(=O)N2 (centres undefined)	98	2	101	2	-4	0.2	36	101	100	97	103
CCCc1cc(=O)[nH]c(SCC(=O)c2c(N)n(C)c(=O)n(C)c2=O)n1	99	1	99	.	3	0.2	10	100	95	100	104
Cc1ncoc1C(=O)Nc1cccc(Cl)c1C	101	2	102	.	13	0.6	4	103	102	100	104
Cc1nn(C)c(Oc2ccccc2)c1[N+](=O)[O-]	99	7	100	18	7	1.0	40	100	100	99	103
Cc1cccn2c(=O)c(/C=N/O)c(N3CCCC3)nc12	101	5	102	.	9	0.5	23	102	100	98	102
Cc1nn(C)cc1C(C(=O)NC1CCCCC1)N(C(=O)c1cnccn1)c1ccc(Oc2ccccc2)cc1 (centres undefined)	93	-2	98	-2	-6	0.2	5	95	97	98	104
C=CCNC(=O)c1cccc(C(F)(F)F)c1	101	4	100	.	7	0.8	27	96	100	98	104
CC1(C)CC(=O)C2=C(C1)OC(N)=C(C#N)C2c1cc2c(cc1[N+](=O)[O-])OCO2 (centres undefined)	94	-2	98	-3	25	.	13	98	99	99	99
COc1ccc(C2=CC(c3ccc(OC)c(OC)c3)n3nnnc3N2)c(OC)c1 (centres undefined)	96	1	102	.	15	0.3	32	106	101	100	100
Cc1ccc(C)c(S(=O)(=O)NCc2ccncc2)c1	97	0	100	7	-3	0.2	21	102	99	98	102
CCC(C)c1cc(S(=O)(=O)N2CCOCC2)ccc1OC (centres undefined)	99	5	95	.	3	0.8	25	93	95	96	94
CC(C)CCNC(=O)C(c1cccs1)N(CC1CCCO1)C(=O)Cn1nnc2ccccc21 (centres undefined)	102	1	104	.	8	0.4	10	105	103	101	110
O=C(Nc1ccc2c(c1)OCO2)C1CC(=O)N(CCc2ccccc2)C1 (centres undefined)	94	4	96	26	20	0.5	13	96	99	96	100
COc1cc(C(=S)N2CCN(c3cccc(Cl)c3)CC2)ccc1O	98	4	94	-4	-9	0.2	8	91	95	91	91
CCOC(=O)C1(Cc2ccccc2)CCN(Cc2cn[nH]c2-c2ccccc2)CC1	95	-1	97	1	10	-0.1	8	97	100	98	104
O=C1CS/C(=N/N=C2C3CC4CC(C3)CC2C4)N1	?	2	?	.	-2	1.2	7	?	?	?	?
COc1cc(NC(=O)NC(C)(C(F)(F)F)C(F)(F)F)cc(OC)c1OC	101	7	99	.	-8	0.8	6	100	99	99	101
O=C(N/N=C/c1cn(-c2cccs2)nc1-c1ccccc1)c1ccccc1Cl	?	-4	?	2	0	-0.3	6	?	?	?	?
Fc1ccc(CSc2nnc(-c3cccnc3)n2Cc2ccco2)cc1	96	1	99	3	7	0.5	9	97	98	95	95
COc1ccc(C(=O)N2CCN(c3ccc(C)cc3C)CC2)cc1OC	101	2	99	.	6	1.0	6	100	100	99	100
CCCCCc1ccc(OCCCC[n+]2ccc(C)cc2)c(CCCCC)c1	95	10	94	17	1	3.1	13	89	88	90	98
c1ccc2c(c1)NCCS2	96	6	97	.	15	0.7	6	97	94	93	96
OC(COCc1cccs1)CN1CCCCCC1 (centres undefined)	104	3	104	2	-11	0.8	14	104	106	105	104
CCOC(=O)c1c(-c2ccc(OC)cc2)csc1NC(=O)CSc1ccccc1	104	5	105	.	-6	1.0	22	102	104	97	107
O=C(NNC(=S)NCCc1ccccc1)c1ccc(Br)s1	95	1	96	4	2	-0.7	10	96	95	92	97
Cc1cccc(/C(N)=N/OC(=O)C23CC4CC(CC(C4)C2)C3)c1	102	7	102	-16	12	.	1	100	103	102	103
O=C(CSc1nc2ccccc2c(=O)n1NC(=O)c1ccccc1)c1ccc(Cl)cc1	95	-1	97	12	-6	0.3	29	96	95	92	94
CCOc1cc(CNCCSc2nnnn2C)cc(Br)c1OCc1ccccc1	99	6	105	.	35	2.9	13	107	107	102	102
O=C(CN1CCN(c2ncccn2)CC1)N1CCCc2c1c(=O)oc1ccc(O)cc21	90	9	95	.	23	0.6	6	96	93	92	93
O=C(O)c1ccccc1-c1ccc(/C=C/c2cc(C(F)(F)F)[nH]c(=O)n2)o1	93	11	91	.	-50	0.6	11	87	90	87	91
O=C(c1ccccc1)c1c2c(cc3sc4ccccc4[n+]13)-c1cccc3cccc-2c13	97	-9	95	-3	38	-0.5	5	94	95	99	103
COP(=O)(OC)c1nc(-c2cccc3ccccc23)oc1NCCc1ccccc1	99	18	102	18	12	1.2	13	98	100	102	106
CCc1ccc(NC(=O)c2noc3c2CCCCC3)cc1	101	10	100	7	-13	1.0	10	101	98	96	98
O=C(NCCN1CCCCCC1)c1ccc(N2CCCC2=O)cc1	101	1	102	-10	8	0.3	12	104	102	102	109
Cc1ccc(C(=O)C(C)OC(=O)c2n[nH]c(=O)c3ccccc23)cc1 (centres undefined)	100	19	101	13	-3	1.0	12	104	98	98	104
COC(=O)c1ccccc1NC(=O)c1sc(N)nc1C	91	6	95	-1	17	0.5	3	98	92	97	100
CCN(CC)CCN1C(=O)C(=O)/C(=C(/O)c2ccncc2)C1c1ccccc1F (centres undefined)	102	3	100	.	0	0.9	12	101	101	99	102
CCOC(=O)c1ccc2c(c1)n(CC)c(/C=C/N(C)c1ccccc1)[n+]2CC	97	0	96	20	28	-0.1	12	101	93	101	102
CC(=O)OC(C(=O)Nc1ccccc1)C(C)S(=O)(=O)c1ccccc1 (centres undefined)	89	0	92	-1	8	0.1	2	93	89	94	91
COc1ccccc1CNCc1cc(Br)ccc1OC	106	15	98	-10	21	1.4	11	97	102	95	100
O=C(CCCC(=O)NCCc1ccccc1)NCCc1ccccc1	100	8	101	.	2	4.6	7	99	101	100	103
Nc1ccc(C23CC4CC(CC(C4)C2)C3)cc1	97	-3	96	.	30	-0.9	13	92	96	95	93
CC(=O)N/N=C(\C)CC(=O)NC(C)(C)C	102	-1	96	-8	-10	-0.5	5	95	98	94	97
Cc1cc(C)c(C(N)=O)c(SCC(=O)c2ccc(Cl)cc2)n1	103	2	103	.	0	0.5	7	99	101	95	100
CN(C)/C=C(\C#N)C(=O)N/N=C/c1ccc(F)cc1	97	2	95	-5	-3	-0.2	14	99	97	97	102
O=C(Nc1cccc(Cl)c1N1CCCCC1)c1ccc(N2CCOCC2)c([N+](=O)[O-])c1	104	20	101	-16	-7	2.1	5	99	98	97	106

More structures follow:
SMILES	Rab7 wt GTP bind	ABCG2 block	HRas wt GTP	Pf gamet viab	Mcl1-Noxa inh	ABCB1 block	Avidin bead fluor	Cdc42 wt GTP	Rab2 wt GTP	Rac1 act GTP bind	Rac1 wt GTP bind
COc1ccccc1N1CCN(C(=O)CCCCCn2c(=O)[nH]c3ccsc3c2=O)CC1	103	1	94	12	-10	-0.2	28	88	93	93	94
CCOC(=O)c1cnc(SCC(=O)Nc2ccccc2C(=O)OC)nc1N	103	21	95	9	22	2.8	14	98	92	95	97
CCCCN(CCCC)CCn1cnc2c([nH]c3ccc(OC)cc32)c1=O	100	-5	100	.	55*	-2.2	9	102	99	101	106
CCN(CC)S(=O)(=O)c1cc(NC(=O)[C@@H](NC(N)=O)C(C)C)ccc1C	106	11	101	12	7	1.0	14	94	96	96	97
COc1ccc(/C=C/C(=O)NC(=S)Nc2ccc(C(=O)O)cc2)cc1	100	0	96	-4	24	0.0	17	96	98	95	98
Cc1ccc2nc(SCC(=O)Nc3nonc3N)[nH]c2c1	101	2	99	6	2	-0.5	24	97	100	100	104
